# Dengue-2 NS5 capping = flavivirus cap methylation enzyme inhibition – biochemical, confirmation dose response, primary screen (AID 588689) | Dengue-2 NS5 methyltransferase capping enzyme assay, biochemical; higher % means a stronger effect | inhibition, % at 25 µM; hits with a dose series show IC50 in µM | actives 0.3% (n = 340,000); in the data active = a potency from the dose series
# Dengue-2 NS5 capping pilot replicate = second read-out of Dengue-2 NS5 capping, no call of its own (marks repeat the call); inhibition, %; measured here: pilot screen replicate inhibition
# Numbers without * were called inactive. This is a subset; the hit share may differ from the screen's.
SMILES,Dengue-2 NS5 capping,others
O=C(O)c1cncc(SCc2ccccc2)n1,-7%,
C[C@H]1CN([C@@H](C)CO)C(=O)c2cccc(NC(=O)c3ccc(-c4nccs4)cc3)c2O[C@@H]1CN(C)C(=O)NC1CCCCC1,-4%,
O=C(COC(=O)c1ccco1)Nc1ccc(N2CCOCC2)cc1,-3%,
CN(C)CCN(C(=O)c1ccc2ccccc2c1)c1nc2cc3c(cc2s1)OCO3,-4%,
CN(Cc1ccc(Cl)s1)C(=O)CNC(=O)CNC(=O)c1ccc(Cl)cc1Cl,-1%,
Cc1c(C)c2c(c(C)c1O)CCC(C)(C(=O)O)O2 (stereo unspecified),-1%,
CCCn1cnc2c(Sc3c([N+](=O)[O-])ncn3C)nc(N)nc21,6%,
COC(=O)c1cc(COC(=O)CNC(=O)c2ccc(Br)cc2)oc1C,-8%,
C#CCOCCOCCOCCNc1nc(N2CCOCC2)nc(N2CCN(C(=O)CCCCCCCCCCNC(=O)[C@@H](CCC(=O)O)n3cc(CCCCCN)nn3)CC2)n1,-3%,
CC(=O)N1CCN(S(=O)(=O)c2cccc(C(=O)NNC(=O)Cn3nc(C)cc3C)c2)CC1,-2%,
CC1CCC2(CC1)NC(=O)N(NC(=O)c1cccc(N(C)C)c1)C2=O (stereo unspecified),-5%,
O=C(NCCOc1ccccc1F)c1ccc2c(=O)n3c(nc2c1)CCC3,-5%,
COc1ccccc1C(=O)COC(=O)c1cc(S(=O)(=O)N2CCCCC2)ccc1N1CCOCC1,1%,
O=C(CN1C(=O)NC(Cc2ccccc2)C1=O)Nc1ccccc1F (stereo unspecified),3%,
CC(=NNc1ccc2ccccc2n1)c1ccccc1O,-8%,
CC1=CC(=O)C2(C)C(C)=C(C)C12C (stereo unspecified),5%,
COc1ccc(OCCCC(=O)OC(C)C(=O)Nc2ccc(S(N)(=O)=O)cc2)cc1 (stereo unspecified),5%,
CCOC(=O)c1[nH]c(=S)n(-c2ccccc2)c1C(=O)OCC,-14%,
C=CC[C@@H](CC(=O)N(CCO)Cc1ccccc1)C(=O)N[C@H](COC(=O)[C@@H](CC=C)Cc1ccc(F)cc1)Cc1c[nH]c2ccccc12,-14%,
COc1cccc(/C=C/C(=O)OCC(=O)N2CCCC2)c1OC,1%,

# Arranged by SMILES length (high to low): some entries from above
SMILES,Dengue-2 NS5 capping,others
C=CC[C@@H](CC(=O)N(CCO)Cc1ccccc1)C(=O)N[C@H](COC(=O)[C@@H](CC=C)Cc1ccc(F)cc1)Cc1c[nH]c2ccccc12,-14%,
CCCn1cnc2c(Sc3c([N+](=O)[O-])ncn3C)nc(N)nc21,6%,
CCOC(=O)c1[nH]c(=S)n(-c2ccccc2)c1C(=O)OCC,-14%,
CC(=NNc1ccc2ccccc2n1)c1ccccc1O,-8%,

# Returning to the listing with the 2 entries that preceded the break.
SMILES,Dengue-2 NS5 capping,others
C=CC[C@@H](CC(=O)N(CCO)Cc1ccccc1)C(=O)N[C@H](COC(=O)[C@@H](CC=C)Cc1ccc(F)cc1)Cc1c[nH]c2ccccc12,-14%,
COc1cccc(/C=C/C(=O)OCC(=O)N2CCCC2)c1OC,1%,
COc1ccc(S(=O)(=O)N2CCc3ccccc32)cc1C(=O)N(CC(C)C)C1CCS(=O)(=O)C1 (stereo unspecified),7%,
COc1ccc(NC(=O)c2ccc(S(=O)(=O)N3CC(C)OC(C)C3)cc2)cc1 (stereo unspecified),3%,
O=C1C=C(c2ccccc2)C(c2ccccc2)C1O (stereo unspecified),16%,
O=C(COC(=O)c1n[nH]c2ccccc12)Nc1ccccc1F,2%,
Nc1ncnc2c1CN(Cc1ccccc1)CC2,4%,
CCOc1cc(/C=C/C(=O)N(CC)CC(=O)NCc2cccs2)cc(Cl)c1OC,-6%,
O=C(NNC(=S)Nc1ccc(C(=O)O)c(O)c1)c1ccncc1,5%,
Cc1ccc(NC(=O)CN(C)C(=O)c2cccc(S(=O)(=O)N3CCCC3)c2)cc1,1%,
O=C(CCc1nc2ccccc2c(=O)[nH]1)NNC(=O)c1cccc(Cl)c1,-4%,
C[C@H](CO)N1C[C@H](C)[C@@H](CN(C)CC2CCCCC2)Oc2c(NC(=O)CCC(F)(F)F)cccc2C1=O,-13%,
COc1cc(C#Cc2c(-c3cncn3C)n(C)c3ccc(-c4ccc(OC)nc4)cc23)cc(OC)c1,-5%,
Cc1ccc(C)c(OCCC(=O)OCC(=O)N2CCN(S(=O)(=O)c3ccc(Cl)cc3)CC2)c1,-8%,
CC(OC(=O)C1CCCC1)C(=O)Nc1ncc(Cl)cc1Cl (stereo unspecified),6%,
O=C1OCc2ccc([N+](=O)[O-])cc21,-5%,
CC(C)CCN1C(N(C)C)=NC[C@@H]1C,0%,
C[C@@H]1CN([C@H](C)CO)C(=O)c2c(c3ccccc3n2C)-c2ccccc2CO[C@H]1CN(C)Cc1ccc(-c2ccccc2)cc1,1%,
CNC(=O)C[C@H]1C(=O)N(c2ccccc2)C[C@@H]1C,7%,
COc1ccc(CCn2c(C)cc(C(=O)CN3C(=O)C(=O)N(Cc4ccco4)C3=O)c2C)cc1,-14%,
COc1cc(OC)c2c(c1)OC(=O)CC2c1ccc2c(c1)OCO2 (stereo unspecified),-8%,Dengue-2 NS5 capping pilot replicate=3.3
CN1CCC[C@H]1CCNc1ccc2c(=O)c3ccccc3n(C)c2c1,38%,Dengue-2 NS5 capping pilot replicate=2.4
COc1ccc(NC(=O)CN(C)C(=O)C(Sc2ccccc2)c2ccccc2)cc1 (stereo unspecified),-11%,
COc1ccc(C=O)cc1COc1ccc2c(c1)OCO2,-8%,
Cc1ccc(C)c(S(=O)(=O)Nc2ccc3cn[nH]c3c2)c1,-4%,
CN(C(=O)COC(=O)c1cc2ccccc2cc1O)c1ccccc1,-5%,
O=C(OCC(=O)N(CCc1ccccc1)Cc1ccccc1)c1cccc(S(=O)(=O)N2CCOCC2)c1,-1%,
C[C@@]12C(=O)Nc3ccc(F)cc3C(=O)N1[C@H]1c3cc(Br)ccc3OC[C@@H]1[C@@H]2c1ccccc1,2%,
CC(C(=O)NC1CCCc2ccccc21)N1C(=O)C2CCCCC2C1=O (stereo unspecified),-9%,
NC(=O)C1(NC2CCCCC2)CCN(Cc2ccccc2)CC1,-5%,
O=c1c(O)c(-c2cc(O)c(O)c(O)c2)oc2cc(O)cc(O)c12,-4%,
CN1C(=O)[C@@H]2[C@H](C1=O)[C@@H]1C(=O)Nc3ccccc3C(=O)N1[C@@H]2c1cccc(Br)c1,-9%,
O=C(NC(=O)c1ccc(Cl)cc1)Nc1cc(N2CCCCC2)ncn1,-4%,
C=CC[C@H](CC(=O)N(CCO)Cc1ccccc1)C(=O)N[C@H](COC(=O)[C@@H](CC=C)CC(=O)OC(C)(C)C)Cc1ccccc1,-9%,
COc1ccc(NC(=O)CN(C)C(=O)CCCc2nc3ccccc3c(=O)[nH]2)cc1,1%,
CC(C)(C)OC(=O)N1CCC(C(=O)Nc2ccc(C(=O)N3CCOCC3)cc2)CC1,-3%,
O=Cc1ccc(C(=O)OCC(=O)NCc2ccco2)cc1,7%,
CCCCn1c(N)c(N(CC(C)C)C(=O)c2ccc(-c3ccc([N+](=O)[O-])cc3)o2)c(=O)[nH]c1=O,-1%,
O=C(CNC(=O)c1cccc(S(=O)(=O)N2CCc3ccccc32)c1)Nc1ccc(F)c(F)c1F,-4%,
COc1cc(C(=O)NC2CCCCCCC2)cc(OC)c1OC,12%,
COc1cc(C(=O)NCc2ccc(S(N)(=O)=O)cc2)ccc1OCC(=O)N1CCOCC1,-2%,
O=C(c1cc(C2CC2)nn1-c1ccccc1)N1CCN(S(=O)(=O)c2ccccc2F)CC1,4%,

# Reprinted from the part before: 5 compounds; new compounds follow.
SMILES,Dengue-2 NS5 capping,others
CCCCn1c(N)c(N(CC(C)C)C(=O)c2ccc(-c3ccc([N+](=O)[O-])cc3)o2)c(=O)[nH]c1=O,-1%,
O=C(CNC(=O)c1cccc(S(=O)(=O)N2CCc3ccccc32)c1)Nc1ccc(F)c(F)c1F,-4%,
COc1cc(C(=O)NC2CCCCCCC2)cc(OC)c1OC,12%,
COc1cc(C(=O)NCc2ccc(S(N)(=O)=O)cc2)ccc1OCC(=O)N1CCOCC1,-2%,
O=C(c1cc(C2CC2)nn1-c1ccccc1)N1CCN(S(=O)(=O)c2ccccc2F)CC1,4%,
O=C(CSc1n[nH]c(=O)[nH]c1=O)Nc1ccc(SC(F)F)cc1,-6%,
NS(=O)(=O)c1ccc(NCc2cnc3ccccc3n2)cc1,5%,
Cc1ccsc1C(=O)OCC(=O)N1CC(C)CC(C)C1 (stereo unspecified),6%,
COc1ccccc1CNC(=O)COc1cccc(-n2cnnn2)c1,-11%,
CN(CC(=O)Nc1ccccc1Br)C(=O)c1cccn1C,-4%,
COc1ccc(C(=O)N[C@H](C(=O)NCCc2ccc3c(c2)OCCO3)C(C)C)cc1,-4%,
Cc1cc2c(cc(C(=O)OC(C(=O)NC3CCCCC3)C(C)C)n2C)o1 (stereo unspecified),-2%,
COc1cc(C(=O)COC(=O)C2CC2(Cl)Cl)cc(OC)c1OC (stereo unspecified),10%,
O=C(CCNS(=O)(=O)c1ccc(OC(F)(F)F)cc1)NC1CC1,-8%,
Cc1ccc(NC(=O)[C@@H]2CCCN2S(=O)(=O)c2ccc(Cl)cc2)cc1,4%,
CC[C@]12C(=O)N(C)C[C@H]([C@@H]3C(=O)N(Cc4ccccc4)C(=O)[C@@H]31)N2C(=O)c1ccccc1,-8%,
CCCn1c(SCC(=O)Nc2cc(S(=O)(=O)N3CCCCC3)ccc2C)n[nH]c1=O,2%,
O=C(NCc1nnnn1-c1ccc(F)cc1)c1ccc2ccccc2c1,2%,
COc1ccc(S(=O)(=O)NCc2cccnc2)c(Cl)c1Cl,6%,
COc1cccc(-c2ccc(C3=CC(=O)CC(C)(C)C3=O)cc2)c1OC,-8%,
CC(=O)c1ccccc1OC(=O)c1ccc(-c2ccccc2)cc1,1%,
Nc1scc2c(C(=O)O)nn(-c3ccccc3)c(=O)c12,45µM*,
Cc1[nH]c(N)nc(=S)c1CCCNc1ccccc1,-9%,
CC(=O)C1C(C)CC2C3CCC4CC(=O)CCC4(C)C3CCC21C (stereo unspecified),0%,
CCOC(=O)[C@H]1[C@H]2COc3cc(OC)ccc3[C@@H]2N2C(=O)c3cc(C)ccc3NC(=O)[C@@]12C,-7%,
Cc1cc(C(=O)NCC(=O)Nc2ccc(F)c(F)c2)c(C)o1,2%,
COc1ccccc1C(=O)NCC(=O)OC(C)C(=O)N1CCOCC1 (stereo unspecified),1%,
CCOc1ccc(S(=O)(=O)Nc2ccc(C(=O)N(C)CC(=O)Nc3ccc(OC)cc3)cc2)cc1,-7%,
COc1ccc(C(=O)Nc2cccc(-c3ccc(N4CCOCC4)nn3)c2)cc1OC,0%,
O=c1cc(NCc2ccccc2)[nH]c(=O)[nH]1,-8%,
CCCCC(=O)Nc1nnc(SCC(=O)NCC2CCCO2)s1 (stereo unspecified),5%,
O=C(NCC(c1cccs1)N1CCOCC1)c1ccc(Cl)cc1 (stereo unspecified),-1%,
O=C(NN1C(=O)NC2(CCCCC2)C1=O)c1cc(F)cc(F)c1,-2%,
CC(=O)c1ccc(OCCCC(=O)OCC(=O)Nc2ccc3[nH]c(=O)[nH]c3c2)cc1,-1%,
COc1ccc(-c2nc(SC(C)C(=O)Nc3ccc(NC(C)=O)cc3)n[nH]2)cc1 (stereo unspecified),-12%,
COc1ccc(COC(=O)C2CCN(S(=O)(=O)c3ccc(Cl)cc3)CC2)cc1,-3%,
Cc1ccc(C)c(C(=O)COC(=O)c2ccc(C)c(S(=O)(=O)N3CCOCC3)c2)c1,1%,
O=C(CCCc1ccccc1)NCCS(=O)(=O)N1CCN(c2ccccc2)CC1,3%,
O=C(c1ccc(Br)o1)N1CCC(c2nc3ccccc3[nH]2)CC1,-4%,
CCCc1nc2ccccc2c(C(=O)N(CC)CC(=O)NCc2cccs2)c1CC,-7%,
COC(=O)c1cc([N+](=O)[O-])c(C)c(C)n1,0%,
CN1OC[C@@H]2CN(C(=O)C(C)(C)C)[C@H](c3ccc(-c4cc5ccccc5o4)cc3)C[C@@H]21,1%,
CC(C(=O)Nc1ccccc1C#N)N1C(=O)NC2(CCCCCC2)C1=O (stereo unspecified),-3%,
Cc1ccc(C(=O)NCC(=O)OCC(=O)Nc2ccc3[nH]c(=O)[nH]c3c2)cc1,0%,
Cc1ccc(C(CNS(=O)(=O)c2ccc(F)cc2)N2CCN(C)CC2)cc1 (stereo unspecified),4%,
COc1ccc(CCNC(=O)COC(=O)/C=C/c2cccc(F)c2)cc1,-6%,
CCN1CCC(O)(/C=C/c2ccc(C(C)C)cc2)C(C(=O)/C=C/c2ccc(C(C)C)cc2)C1 (stereo unspecified),-19%,
O=S(=O)(Nc1ccccc1)c1ccc(S(=O)(=O)N2CCCC2)cc1,1%,
COc1ccc(S(=O)(=O)N2CCCCC2)cc1NC(=O)c1ccc(C)cc1,-6%,
CCOc1ccccc1NC(=O)COc1cccnc1[N+](=O)[O-],-6%,
Cc1cccc(NC(=O)CN(C)S(=O)(=O)c2cnc[nH]2)c1C,8%,
COC(=O)N1CCc2c(sc(NC(=O)C3COc4ccccc4O3)c2C(N)=O)C1 (stereo unspecified),-2%,
C[C@H](NC(=O)c1nc[nH]c1C(=O)N1CCN(C(=O)OC(C)(C)C)CC1)C(=O)OC(C)(C)C,-2%,
C[C@@H]1CN([C@H](C)CO)C(=O)c2cc(NC(=O)c3ccncc3)ccc2O[C@@H]1CN(C)C(=O)Nc1ccccc1,2%,
O=C(NCc1ccco1)c1ccc(S(=O)(=O)N2CCCCCC2)cc1,-2%,

# Among those listed so far, five have two or more sulfur atoms:
SMILES,Dengue-2 NS5 capping,others
COc1ccc(S(=O)(=O)N2CCc3ccccc32)cc1C(=O)N(CC(C)C)C1CCS(=O)(=O)C1 (stereo unspecified),7%,
O=C(CSc1n[nH]c(=O)[nH]c1=O)Nc1ccc(SC(F)F)cc1,-6%,
CCCn1c(SCC(=O)Nc2cc(S(=O)(=O)N3CCCCC3)ccc2C)n[nH]c1=O,2%,
CCCCC(=O)Nc1nnc(SCC(=O)NCC2CCCO2)s1 (stereo unspecified),5%,
O=S(=O)(Nc1ccccc1)c1ccc(S(=O)(=O)N2CCCC2)cc1,1%,
